Assay outcomes (PubChem)
3T3 cytotox: kills NIH 3T3 cells; Potency, µM (titrated, usually from 96.7 µM), inactives show top-dose activity change, negative = cytotoxicity, actives largely listed as inhibitors; 4.3% of 94,000 active; NIH 3T3 viability, CellTiter-Glo ATP luminescence, 48-72 h; note: potency is the fitted concentration of half-maximal effect; nearly all actives have a fitted effect of over 55% in size
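Luminescent ATP readout (CellTiter-Glo, 10 min RT) after 48 or 72 hr compound exposure of NIH 3T3 cells seeded at 400 cells/well in 1536-well format; quantitative HTS.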
SNCA expr inhib: SNCA gene expression inhibition; HEK-293 SNCA-luciferase knock-in, luminescence, 24 h; Potency, µM (titrated, usually from 57.2 µM), for the others: top-dose activity change, negative = inhibition, hits mostly inhibitors; 0.17% of 140,000 active;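 note: potency is the fitted concentration of half-maximal effect; plate controls were DMSO cells for no effect and cell-free wells for full effect; nearly all actives have a fitted effect of over 45% in size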
HEK293 viab: reduces viability of HEK-293 SNCA reporter cells | HEK-293-SNCA-luc viability, GF-AFC fluorescence, 24 h | Potency, µM (titrated, usually from 57.1 µM), inactives show at the top dose activity change, negative = cytotoxicity, most hits filed as cytotoxic | 0.12% of 150,000 active;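 note: potency is the fitted concentration of half-maximal effect; 0% = DMSO-treated cells and -100% = medium-only wells without cells; nearly all actives have a fitted effect of over 30% in size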
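Cytotoxicity counterscreen: after 24 h compound treatment of genome-edited SNCA-luciferase HEK-293 cells, live-cell protease substrate GF-AFC read by fluorescence after 30 min; activity scaled between DMSO (0%) and medium-only (-100%), curves Hill-fitted.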
GPT2 inhibitor: inhibitors of human GPT2 alanine aminotransferase; Q8TD30; Potency, µM (series often up to 57.7 µM), for inactives: at the highest dose activity change, negative = inhibition, usual class: inhibitors; Recombinant GPT2, coupled pyruvate oxidase/HRP Amplex Red fluorescence; AID 1671188; 0.25% of 100,000 active; note: potency is the fitted concentration of half-maximal effect; nearly all actives have a fitted effect of over 60% in size; many of its hits are not listed in these tables
Target sequence (Q8TD30 whole entry, looked up): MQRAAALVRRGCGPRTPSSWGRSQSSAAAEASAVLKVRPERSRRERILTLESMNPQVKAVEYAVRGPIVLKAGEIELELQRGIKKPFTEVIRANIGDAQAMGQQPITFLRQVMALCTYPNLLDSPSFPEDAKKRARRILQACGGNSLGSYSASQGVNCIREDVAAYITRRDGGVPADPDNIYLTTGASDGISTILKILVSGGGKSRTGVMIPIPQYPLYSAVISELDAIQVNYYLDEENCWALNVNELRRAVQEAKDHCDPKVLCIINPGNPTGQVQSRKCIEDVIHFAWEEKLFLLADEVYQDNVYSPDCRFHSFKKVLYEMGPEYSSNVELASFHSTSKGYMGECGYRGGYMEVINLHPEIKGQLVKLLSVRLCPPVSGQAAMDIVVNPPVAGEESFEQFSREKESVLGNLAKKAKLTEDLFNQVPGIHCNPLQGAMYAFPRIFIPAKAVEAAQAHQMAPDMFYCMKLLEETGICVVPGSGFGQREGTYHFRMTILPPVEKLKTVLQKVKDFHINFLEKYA
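Fluorescence read-out: pyruvate from GPT2 turnover coupled to pyruvate oxidase, HRP and Amplex Red (0.2mM ThPP, 0.2U/mL PO and HRP, 50uM Amplex final). Substrates 250uM a-KG, 2mM L-alanine; enzyme 10ng/uL; 30 min RT.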
IP6K1 inhibitor: inhibitors of human IP6K1. Q92551. IP6K1 kinase, ADP-Glo luminescence, 2 h; stronger effect = lower value. activity change, % (series mostly up to about 58 µM). 0.81% of 140,000 active. AID 1645851; in the data active = activity change below about -25%
Target sequence (Q92551 whole entry, looked up): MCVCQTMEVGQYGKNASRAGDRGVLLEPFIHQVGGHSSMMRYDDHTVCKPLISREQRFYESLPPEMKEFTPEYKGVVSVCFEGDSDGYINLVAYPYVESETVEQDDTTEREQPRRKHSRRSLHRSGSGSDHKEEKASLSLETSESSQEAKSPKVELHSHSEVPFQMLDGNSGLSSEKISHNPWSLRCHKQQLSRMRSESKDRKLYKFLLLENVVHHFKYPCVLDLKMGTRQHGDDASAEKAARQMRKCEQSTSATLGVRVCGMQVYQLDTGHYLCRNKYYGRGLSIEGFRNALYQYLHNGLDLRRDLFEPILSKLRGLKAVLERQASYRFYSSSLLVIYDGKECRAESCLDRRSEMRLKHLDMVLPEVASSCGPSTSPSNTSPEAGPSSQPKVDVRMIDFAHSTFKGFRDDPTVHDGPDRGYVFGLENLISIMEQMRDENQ
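ADP-Glo luminescence measures ADP made by human IP6K1 during a 2 h RT reaction with ATP/IP6 (mix at 1.3 mM/130 uM); top library doses 57.5 and 19.1 uM final.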
HEK cytotox: HEK 293 cell cytotoxicity; HEK 293 viability, ATP luminescence (CellTiter-Glo), 48-72 h; 6.6% of 94,000 active; Potency, µM (doses to about 115 µM), without a hit: at the top dose activity change, negative = cytotoxicity, hits mostly inhibitors; note: potency is the fitted concentration of half-maximal effect; nearly all actives have a fitted effect of over 60% in size
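HEK 293 seeded at 250 cells/well receive compound via pintool. After 48 or 72 hr at 37 degree Celsius, 5% CO2 and 95% humidity, CellTiter-Glo is dispensed and luminescence read following 10 min at room temperature.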
FLuc inh: inhibitors of firefly (Photinus pyralis) luciferase; P08659; purified P. pyralis luciferase, luminescence, biochemical; Potency, µM (doses to about 115 µM), for the others: at the top dose activity change, negative = inhibition, hits mostly inhibitors; 2.5% of 76,000 active; note: potency is the fitted concentration of half-maximal effect; nearly all actives have a fitted effect of over 65% in size
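FLuc 10nM, D-luciferin 10uM, ATP 10uM, Mg acetate 10mM, Tris acetate pH 7.5, Tween/BSA; cpd qHTS; enzyme added last; CCD luminescence.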
Numbers without * were called inactive; [ ] = another dose, or the depositor's remark. Unless noted, calls come from the whole dose curve; as a rule, active = well fitted curve in the direction sought with a large enough effect; inconclusive = small, poorly fitted or top-dose-only effect, or another doubt; inactive = no such curve, though single readings can be large; an effect the other way counts as inactive or inconclusive. Unless noted, % is set by controls: 0 for no effect and ±100 for the full control effect. Only part of the results is shown; count on the stated rates, not on these rows.

Screening COC(=O)C1=C(C)N=C2SC=C(CC(=O)NC3CC4CCC3C4)N2C1c1ccsc1 (stereo not given) returned 3T3 cytotox inconclusive, SNCA expr inhib -26%, HEK293 viab -14%, GPT2 inhibitor inactive, IP6K1 inhibitor -1, HEK cytotox inconclusive and FLuc inh -2%.
For COc1cccc(CNC(=O)C2Cc3cc(S(=O)(=O)N4CCCCCC4)ccc3N2C(C)=O)c1 (stereo not given) the results were SNCA expr inhib 15%, HEK293 viab 5% and IP6K1 inhibitor 5.
Screening Cc1cccc(Cn2c(SCc3ccc(C(=O)NC4CCCCC4)cc3)nc3cccnc32)c1 returned SNCA expr inhib inconclusive, HEK293 viab inconclusive and IP6K1 inhibitor -10.
Screening CCOC(=O)[C@@H]1CN(C(=O)C(CC)CC)[C@H]2c3cccc(C)c3O[C@@H]12 returned 3T3 cytotox inconclusive, IP6K1 inhibitor 11 and HEK cytotox -35%.
For COc1ccc2cc(OCC3(C(=O)O)CN(C(=O)c4ccc(F)cc4)C3)ccc2c1 the results were HEK293 viab inconclusive, GPT2 inhibitor inactive and IP6K1 inhibitor 12.
CCN1C(=O)C2CC3(CCN(C(=O)c4nccc5ccccc45)CC3)CN2C1=O (stereo not given) was read as 3T3 cytotox -7%, SNCA expr inhib 4%, HEK293 viab -2%, GPT2 inhibitor inconclusive, IP6K1 inhibitor -7, HEK cytotox 3% and FLuc inh 2%.
Screening O=C(C1CCC1)N1CCC2(CC1)CN(c1ccccc1)C2=O returned 3T3 cytotox -29%, SNCA expr inhib -10%, HEK293 viab -6%, GPT2 inhibitor -1%, IP6K1 inhibitor 7, HEK cytotox -3% and FLuc inh -7%.
`O=C(Nc1sc2c(c1C(=O)N1CCCCC1)CCCC2)c1ccccc1Cl` gave SNCA expr inhib -4%, HEK293 viab -22% and IP6K1 inhibitor 0.
For CCCCNC(=O)C1CCc2sc(C(=O)N3CCCCC3)cc2C1 (stereo not given) the results were 3T3 cytotox inconclusive, SNCA expr inhib -19%, HEK293 viab -12%, GPT2 inhibitor inactive, IP6K1 inhibitor 11, HEK cytotox -27% and FLuc inh -2%.
For COc1ccc(C(=O)N2CC[C@@H](CC(=O)O)[C@@H](CCN3CCC[C@H]3C(N)=O)C2)cc1 the results were 3T3 cytotox -23%[174 µM], SNCA expr inhib -3%[87.6 µM], HEK293 viab 1%[87.6 µM], GPT2 inhibitor 1%[88.5 µM], IP6K1 inhibitor 9, HEK cytotox -18%[172 µM] and FLuc inh -26%[172 µM].
COc1ccc(CCC(=O)NCc2nnc3c(-c4nc(C(C)C)no4)cccn23)cc1 was read as 3T3 cytotox 4%, SNCA expr inhib inconclusive, HEK293 viab 3%, GPT2 inhibitor inactive, IP6K1 inhibitor -1, HEK cytotox inactive and FLuc inh -3%.
COc1ccc(C(=O)N2CCc3ccc(C(=O)NCc4ccccc4)cc32)cc1 was read as 3T3 cytotox -27%, SNCA expr inhib 37%[activator], HEK293 viab -21%, GPT2 inhibitor inconclusive, IP6K1 inhibitor 1, HEK cytotox inconclusive and FLuc inh -23%.

Quoted at random: four records from the list
Screening Cc1cccc(Cn2c(SCc3ccc(C(=O)NC4CCCCC4)cc3)nc3cccnc32)c1 returned SNCA expr inhib inconclusive, HEK293 viab inconclusive and IP6K1 inhibitor -10.
COc1ccc(CCC(=O)NCc2nnc3c(-c4nc(C(C)C)no4)cccn23)cc1 was read as 3T3 cytotox 4%, SNCA expr inhib inconclusive, HEK293 viab 3%, GPT2 inhibitor inactive, IP6K1 inhibitor -1, HEK cytotox inactive and FLuc inh -3%.
COc1ccc(C(=O)N2CCc3ccc(C(=O)NCc4ccccc4)cc32)cc1 was read as 3T3 cytotox -27%, SNCA expr inhib 37%[activator], HEK293 viab -21%, GPT2 inhibitor inconclusive, IP6K1 inhibitor 1, HEK cytotox inconclusive and FLuc inh -23%.
For COc1cccc(CNC(=O)C2Cc3cc(S(=O)(=O)N4CCCCCC4)ccc3N2C(C)=O)c1 (stereo not given) the results were SNCA expr inhib 15%, HEK293 viab 5% and IP6K1 inhibitor 5.

Further entries:
For c1coc(-c2nc3ccccn3c2Nc2ccc3c(c2)OCCO3)c1 the results were SNCA expr inhib 92%[activator], HEK293 viab -25% and IP6K1 inhibitor -10.
For CN(C)c1ccc2ncc(Nc3cccc(C(F)(F)F)c3)n2n1 the results were 3T3 cytotox inconclusive, SNCA expr inhib 28%[87.6 µM], HEK293 viab 10%[87.6 µM], GPT2 inhibitor inactive, IP6K1 inhibitor -17, HEK cytotox inconclusive and FLuc inh -29%[172 µM].
O=C1CC2(CCN(C(=O)C3CCN(C(=O)c4ccc(Cl)nc4)CC3)CC2)Oc2ccccc2N1 was read as 3T3 cytotox -17%, SNCA expr inhib -3%, HEK293 viab 8%, GPT2 inhibitor inactive, IP6K1 inhibitor 18 and HEK cytotox -12%.
`O=C(O)c1ccccc1Nc1cccc(OCc2ccc3ccccc3n2)c1` gave SNCA expr inhib 27%, HEK293 viab -5% and GPT2 inhibitor -3%.
Screening CCCCSCc1cc(C(=O)N2CCC3(CCCN(C)C3=O)C2)oc1C (stereo not given) returned 3T3 cytotox -21%, SNCA expr inhib 5%, HEK293 viab 0%, GPT2 inhibitor inactive[11.5 µM], IP6K1 inhibitor -4, HEK cytotox inconclusive and FLuc inh 5%.
`CN(C)[C@@H]1CN(Cc2ccccn2)CC[C@]1(O)c1ccccc1` gave 3T3 cytotox inconclusive, SNCA expr inhib 0%, HEK293 viab 0%, GPT2 inhibitor 3%, IP6K1 inhibitor 18, HEK cytotox 3% and FLuc inh -8%.
CCCN1C(=O)C(NC(=O)c2ccccc2OC)(C(F)(F)F)C(C(=O)OC)=C1C (stereo not given) was read as SNCA expr inhib inconclusive, HEK293 viab 2% and IP6K1 inhibitor -7.
`COCCn1nc2n(c1=O)CCN(Cc1ccc(Br)o1)CC2` gave 3T3 cytotox -1%, SNCA expr inhib -18%, HEK293 viab 0%, GPT2 inhibitor inactive, IP6K1 inhibitor 0, HEK cytotox 3% and FLuc inh 8%.
`O=C1COc2ccc(NCc3cccs3)nc2CN1CCOc1ccccc1` gave 3T3 cytotox inconclusive, SNCA expr inhib -29%[87.6 µM], HEK293 viab -25%[87.6 µM], GPT2 inhibitor 3%[88.5 µM], IP6K1 inhibitor -13, HEK cytotox 89µM* and FLuc inh 0%[172 µM].
Screening NS(=O)(=O)c1ccc2nc(NC(=O)COc3ccc(Cl)cc3Cl)sc2c1 returned SNCA expr inhib -3%, HEK293 viab 3% and IP6K1 inhibitor 5.
`O=C(O)C[C@@H]1CCN(C(=O)COc2ccccc2)C[C@@H]1CCN1CCN(c2ccccc2)CC1` gave 3T3 cytotox inactive, SNCA expr inhib -3%, HEK293 viab 5%, GPT2 inhibitor -9%, IP6K1 inhibitor 3, HEK cytotox -3% and FLuc inh 3%.
Screening Cc1ccc(CCNC(=O)NCc2noc3ccccc23)cc1 returned SNCA expr inhib inconclusive, HEK293 viab 12% and IP6K1 inhibitor 2.
CCO[C@H]1COC[C@@H]1NC(=O)c1csc(-c2cccs2)n1 was read as 3T3 cytotox -16%, SNCA expr inhib 97%[activator], HEK293 viab 2%, GPT2 inhibitor inactive, IP6K1 inhibitor 20, HEK cytotox inactive and FLuc inh inconclusive.
`Cc1ccc(-n2nc(C(=O)N(C)Cc3ccccc3)c3c4ccccc4n(C)c3c2=O)cc1` gave SNCA expr inhib -29%, HEK293 viab 3% and IP6K1 inhibitor 1.
For O=C1CC(c2cn[nH]c2C(=O)O)c2c(n[nH]c2-c2cccs2)N1 (stereo not given) the results were 3T3 cytotox 4%, SNCA expr inhib -4%, HEK293 viab -9%, GPT2 inhibitor -4%, IP6K1 inhibitor 5, HEK cytotox 0% and FLuc inh -2%.
Screening O=C(c1cccs1)c1cn(CCOc2ccccc2F)c2ccccc12 returned SNCA expr inhib 13%, HEK293 viab 2% and IP6K1 inhibitor 5.
Screening O=S(=O)(Nc1ccc(Br)cc1F)c1ccc2nc(-c3ccccc3)[nH]c2c1 returned SNCA expr inhib -8%, HEK293 viab -14% and IP6K1 inhibitor -8.
For O=C(CCC[C@@H]1[C@H]2CCCN3CCC[C@@H](CN1C(=O)c1cccnc1)[C@@H]23)NCCc1ccccn1 the results were 3T3 cytotox inactive, SNCA expr inhib 10%, HEK293 viab 6%, GPT2 inhibitor inactive, IP6K1 inhibitor -4, HEK cytotox 7% and FLuc inh 1%.
O=C(Cc1ccccc1Cl)N1CCN(c2cc(C(F)(F)F)ncn2)CC1 was read as 3T3 cytotox -43%, SNCA expr inhib -18%, HEK293 viab -5%, GPT2 inhibitor 2%, IP6K1 inhibitor -4, HEK cytotox inconclusive and FLuc inh -4%.
COCCN1CCCC1c1nc(C2CN(C(=O)c3ncccc3C)C2)no1 (stereo not given) was read as 3T3 cytotox -13%, SNCA expr inhib 39%[activator], HEK293 viab 9%[12.5 µM], GPT2 inhibitor 4%, IP6K1 inhibitor 38, HEK cytotox -24% and FLuc inh -6%.
Screening CN1C[C@H](O)C[C@H]1c1nnc2n1CCN(Cc1ccc(F)cc1F)C2 returned 3T3 cytotox -5%, SNCA expr inhib 1%, HEK293 viab 0%[12.5 µM], GPT2 inhibitor -7%, IP6K1 inhibitor -9, HEK cytotox 3% and FLuc inh 0%.
CCOc1cc(-c2noc(-c3ncn4c3COC(c3ccc(OC)cc3)C4)n2)ccc1OC (stereo not given) was read as 3T3 cytotox -29%, SNCA expr inhib -3%, HEK293 viab -18%, GPT2 inhibitor -1%, IP6K1 inhibitor -7, HEK cytotox -31% and FLuc inh -11%.
O=C(Cn1nc2c(cc1=O)CCCCC2)Nc1ccccn1 was read as 3T3 cytotox inactive, SNCA expr inhib 41%[activator], HEK293 viab -6%, GPT2 inhibitor -3%, IP6K1 inhibitor 16, HEK cytotox -6% and FLuc inh -6%.
`COc1ccc([C@H]2C[C@@H](O)[C@@H](O)[C@@H]2NC(=O)c2ccccc2)cc1` gave 3T3 cytotox -28%[174 µM], SNCA expr inhib 7%[87.6 µM], HEK293 viab 3%[87.6 µM], GPT2 inhibitor inconclusive, IP6K1 inhibitor 6, HEK cytotox -12%[172 µM] and FLuc inh 1%[172 µM].
For CCN1CC2(CCC1=O)CCN(CCS(=O)(=O)c1ccccc1)CC2 the results were 3T3 cytotox -2%, SNCA expr inhib -20%, HEK293 viab -4%, GPT2 inhibitor 2%, IP6K1 inhibitor -7, HEK cytotox inconclusive and FLuc inh 3%.
`O=C(CSc1ncc(S(=O)(=O)c2ccc(Br)cc2)c(=O)[nH]1)NCc1ccccc1Cl` gave SNCA expr inhib -16%, HEK293 viab 2% and IP6K1 inhibitor -8.
Screening Cc1ccc(C(=O)N2CC[C@](O)(c3ccccc3)[C@H](N(C)C)C2)s1 returned 3T3 cytotox -3%, SNCA expr inhib 25%, HEK293 viab 0%, GPT2 inhibitor inactive, IP6K1 inhibitor 17, HEK cytotox -7% and FLuc inh -13%.
